Screening results (PubChem BioAssay)
TcdB GH inh: TcdB glycohydrolase inhibitors, primary screen, biochemical, single point, plate reader | 350,000 tested, 0.24% active | inhibition, % at 9.99 µM | TcdB glycohydrolase enzymatic assay | Toxin B (Clostridioides difficile), P18177; in the data active = inhibition above about 10%
Target sequence (P18177 whole entry, looked up): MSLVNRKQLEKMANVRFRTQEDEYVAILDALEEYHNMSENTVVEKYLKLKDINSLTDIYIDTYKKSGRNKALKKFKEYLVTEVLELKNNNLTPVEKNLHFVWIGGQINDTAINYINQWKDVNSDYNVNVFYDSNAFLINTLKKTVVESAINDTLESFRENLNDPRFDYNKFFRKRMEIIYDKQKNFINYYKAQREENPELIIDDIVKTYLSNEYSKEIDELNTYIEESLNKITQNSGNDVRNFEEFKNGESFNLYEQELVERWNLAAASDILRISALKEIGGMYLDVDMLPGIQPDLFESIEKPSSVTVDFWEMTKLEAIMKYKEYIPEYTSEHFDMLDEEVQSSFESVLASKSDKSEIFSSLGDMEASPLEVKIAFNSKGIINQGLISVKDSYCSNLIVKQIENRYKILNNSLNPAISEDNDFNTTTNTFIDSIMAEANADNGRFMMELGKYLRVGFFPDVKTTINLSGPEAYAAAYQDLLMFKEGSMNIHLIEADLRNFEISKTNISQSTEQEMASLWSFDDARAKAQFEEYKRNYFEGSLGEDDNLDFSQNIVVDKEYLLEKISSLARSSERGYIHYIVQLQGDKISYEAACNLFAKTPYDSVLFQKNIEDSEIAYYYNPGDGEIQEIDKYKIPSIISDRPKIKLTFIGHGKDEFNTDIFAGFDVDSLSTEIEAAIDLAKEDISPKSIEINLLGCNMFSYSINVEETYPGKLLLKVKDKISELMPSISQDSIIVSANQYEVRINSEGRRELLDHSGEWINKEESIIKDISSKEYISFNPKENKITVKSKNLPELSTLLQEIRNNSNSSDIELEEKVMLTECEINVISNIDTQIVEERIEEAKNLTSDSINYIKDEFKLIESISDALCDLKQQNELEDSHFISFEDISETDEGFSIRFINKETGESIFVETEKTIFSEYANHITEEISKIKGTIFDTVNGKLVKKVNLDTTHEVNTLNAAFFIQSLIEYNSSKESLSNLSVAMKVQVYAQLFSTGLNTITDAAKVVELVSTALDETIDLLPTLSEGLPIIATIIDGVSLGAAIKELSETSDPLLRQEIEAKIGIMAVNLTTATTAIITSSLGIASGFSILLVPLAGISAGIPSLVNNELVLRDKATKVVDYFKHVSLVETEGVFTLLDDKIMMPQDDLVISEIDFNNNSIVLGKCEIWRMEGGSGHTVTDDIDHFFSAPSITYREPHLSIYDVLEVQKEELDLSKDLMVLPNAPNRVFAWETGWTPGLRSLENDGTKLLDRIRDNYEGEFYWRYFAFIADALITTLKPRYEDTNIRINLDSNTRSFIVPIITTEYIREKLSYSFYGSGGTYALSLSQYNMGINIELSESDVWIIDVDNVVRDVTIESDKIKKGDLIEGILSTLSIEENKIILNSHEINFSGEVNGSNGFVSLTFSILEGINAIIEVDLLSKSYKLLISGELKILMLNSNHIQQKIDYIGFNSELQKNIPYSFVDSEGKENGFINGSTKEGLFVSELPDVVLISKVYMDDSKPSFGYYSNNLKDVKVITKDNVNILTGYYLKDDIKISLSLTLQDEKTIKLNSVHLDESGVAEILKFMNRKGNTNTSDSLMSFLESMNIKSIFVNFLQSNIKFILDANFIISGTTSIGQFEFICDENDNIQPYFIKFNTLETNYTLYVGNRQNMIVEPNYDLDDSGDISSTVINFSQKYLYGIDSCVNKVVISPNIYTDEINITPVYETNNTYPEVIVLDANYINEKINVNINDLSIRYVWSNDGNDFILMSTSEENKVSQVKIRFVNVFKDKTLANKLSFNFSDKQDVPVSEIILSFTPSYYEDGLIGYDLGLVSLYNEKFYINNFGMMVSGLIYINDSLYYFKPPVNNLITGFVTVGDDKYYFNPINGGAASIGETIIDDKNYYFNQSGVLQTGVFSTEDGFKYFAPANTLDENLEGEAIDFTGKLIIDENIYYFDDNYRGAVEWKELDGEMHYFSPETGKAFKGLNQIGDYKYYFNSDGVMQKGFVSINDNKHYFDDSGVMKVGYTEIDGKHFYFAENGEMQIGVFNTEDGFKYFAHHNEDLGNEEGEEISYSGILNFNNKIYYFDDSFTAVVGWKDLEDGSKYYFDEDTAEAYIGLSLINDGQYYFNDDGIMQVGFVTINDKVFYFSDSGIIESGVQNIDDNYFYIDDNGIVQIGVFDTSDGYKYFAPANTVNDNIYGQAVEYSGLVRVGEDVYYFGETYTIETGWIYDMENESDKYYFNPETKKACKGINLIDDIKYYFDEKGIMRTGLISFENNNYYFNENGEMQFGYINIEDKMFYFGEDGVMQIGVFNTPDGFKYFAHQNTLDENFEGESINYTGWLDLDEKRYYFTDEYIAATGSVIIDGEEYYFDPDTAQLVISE
Anthrax LF prot: Bacillus anthracis LF protease inhibitors, primary screen, biochemical, multiplex microsphere, MLPCN library | Lethal factor (Bacillus anthracis), P15917 | multiplex microsphere protease cleavage assay | inhibition, % at 10 µM | 360,000 tested, 0.12% active | AID 588501, 2011; note: plate controls were buffer without enzyme for full effect and enzyme alone for no effect
BoNT-A LC inh2: BoNT/A light chain protease inhibitors, primary screen, biochemical, flow cytometry, MLPCN library | Botulinum neurotoxin type A light chain protease (Clostridium botulinum A str. ATCC 3502) | multiplex microsphere protease substrate cleavage | inhibition, % at 10 µM | 360,000 tested, 0.17% active; note: plate controls were buffer without enzyme for full effect and enzyme alone for no effect
DUSP3 inh: VHR1 phosphatase inhibitors, primary screen, biochemical, absorbance, uHTS. inhibition, % at 13.3 µM. 290,000 tested, 0.52% active. AID 1654, 2009. recombinant VHR phosphatase, pNPP absorbance. Dual specificity protein phosphatase 3 (Homo sapiens), P51452; in the data active = inhibition above about 50%; note: some compounds called inactive have numbers as strong as hits
PfHsp40 rescue: rescue of yeast from PfHsp40 toxicity, primary screen, S. cerevisiae, ATP luminescence; S. cerevisiae expressing PfHsp40, growth rescue; growth rescue, % at 12.5 µM; 340,000 tested, 0.68% active; in the data active = growth rescue above about 28%, passing the limit was not always enough;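 note: yeast W303a lacking pdr1 and pdr3 grown in galactose medium; growth measured after three days at 30 °C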
SARS 3CLpro inh: SARS-CoV 3CLpro protease inhibitors, primary screen, biochemical, quenched FRET; Replicase polyprotein 1ab (Severe acute respiratory syndrome coronavirus), P0C6X7; recombinant SARS-CoV 3CLpro, quenched FRET peptide cleavage; inhibition, % at 6 µM; 290,000 tested, 0.14% active; AID 1706, 2009; in the data active = inhibition above about 12%
CCHF vOTU inh: CCHFV vOTU protease inhibitors, primary screen, biochemical, Pep-AMC substrate, fluorescence; Crimean-Congo hemorrhagic fever virus L polyprotein viral ovarian tumor (vOTU) protease …; 370,000 tested, 0.55% active; inhibition, % at 11.5 µM; in the data active = inhibition above about 30%; note: 0% = vehicle wells with enzyme and 100% = no enzyme wells
Y pestis TopoI: Yersinia pestis topoisomerase I inhibitors, primary screen, biochemical, cleavage product accumulation, plate reader, single point; DNA topoisomerase I (Yersinia pestis CO92); Y. pestis Topo-I cleavage product accumulation; activity, % at 10 µM; 360,000 tested, 0.064% active; AID 504884, 2011; in the data active = activity above about 50%, passing the limit was not always enough; note: inactives centre near 2
Vc quorum ag: inducers of Vibrio cholerae quorum light production without autoinducers, primary screen, BH1578 luxS cqsA deficient, single point | 350,000 tested, 0.16% active | activation, % at 18.7 µM | V. cholerae BH1578 lux reporter, luminescence, 6 h; in the data active = activation mostly above about 9.7%, no sharp cut-off; note: not every result past the cut was called active; inactives centre near 0; reference of the scale not given here
PriA SSB inh: inhibitors of Klebsiella pneumoniae PriA binding to SSB C-terminal tail, primary screen, biochemical, AlphaScreen | AlphaScreen SSBct-PriA binding, biotinylated peptide | inhibition, % at 33 µM | 430,000 tested, 0.6% active | AID 1272365, 2023; in the data active = inhibition mostly above about 37%, no sharp cut-off; inactive = mostly below about 20%;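 note: plate controls were negative control peptide for no effect and reference peptide for full effect; strong numbers were not always called active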
An asterisk follows results filed as active; i = inactive; . = not tested or not shown; & = joins results of further samples. Cut-off read from the data, not from the text of the source, unless noted: active = inhibition above about 30%; inconclusive = no clear call, values can overlap the other calls; inactive = below that.

No.	SMILES	TcdB GH inh	Anthrax LF prot	BoNT-A LC inh2	DUSP3 inh	PfHsp40 rescue	SARS 3CLpro inh	CCHF vOTU inh	Y pestis TopoI	Vc quorum ag	PriA SSB inh
1	COc1cccc(NC(=O)C2C(c3ccccc3)C2(Cl)Cl)c1 (configuration not stated)	0.2	-8	-1.0	-8	7.2	1	-5	-12	-0.2	-12
2	COc1ccc(CN(C)CCCn2cnc3c(OC)ncnc32)cc1OC	0.3	2	-0.4	.	.	.	5	2	i	.
3	COc1ccc(CN(C)C(=O)CNC(=O)Cc2cccc3ccccc23)c(OC)c1OC	0.0	-3	2.3	-16	-1.6	-3	3	27	-3.4	3
4	O=C(CNCC1CCCO1)Nc1ccccc1N1CCCCCC1 (configuration not stated)	.	-5	0.4	19	4.9	-3	-8	15	i	-16
5	CC12CCC(=O)N1C(C(=O)NNC(=O)COc1ccccc1F)CS2 (configuration not stated)	0.2	1	0.4	.	0.2	.	-10	6	i	-6
6	Cc1ccc(-n2c(C)cc(C(=O)COC(=O)C3=NNC(=O)CC3)c2C)cc1	.	-5	-0.7	1	14	-6	1	32	0.3	-2
7	N/C(=N\OC(=O)c1ccc(Br)o1)c1ccccn1	-0.1	-6	-0.2	18	0.9	2	3	2	i	.
8	Cc1ccc(-c2csc(NC(=O)N3CCOCC3)n2)cc1	1.5	-2	-0.1	7	0.8	-4	-7	-10	-0.5	-12
9	COc1ccc(-c2cc(-c3ccccc3)nc(SCC(=O)Nc3nccs3)c2C#N)cc1	.	-1	-0.2	22	0.1	-1	-13	12	-0.3	-7&2&-13
10	CCc1nnc(NC(=O)Cc2ccc(OC)c(S(=O)(=O)N3CCOCC3)c2)s1	0.9	-5	-0.4	.	.	.	1	0	i	.
11	CCOC(=O)c1c(NC(=O)C2C3C=CC(C3)C2C(=O)O)sc2c1CC(C)CC2 (configuration not stated)	0.8	-8	0.1	43	-0.6	-1	17	17	-0.6	6
12	Cn1nnnc1SCC(=O)Nc1ccccc1Cc1ccccc1	.	.	.	28	-0.9	-2	5	1	i	6
13	Cc1ccc(C(=O)N2CCCC(CCC(=O)N3CCN(c4ccccn4)CC3)C2)cc1C (configuration not stated)	2.2	0	3.4	10	2.0	3	-10	28	0.0	-4
14	Cc1cc(C)cc(N2CC(C(=O)O)CC2=O)c1 (configuration not stated)	.	-1	-0.9	-4	0.3	1	3	-2	-0.4	3
15	Cc1ncc(CO)c2cc(C(N)=O)c(=Nc3ccccc3)oc12	.	0	-0.8	13	1.2	-1	-1	-10	i	4
16	Cc1ccc(C)c(Cn2c(CO)nc3ccccc32)c1	.	-4	0.0	-9	-0.6	-4	-1	-4	-0.5	-3
17	COCC1CCCCN1C(=O)c1ccc(OC2CCN(Cc3ccccn3)CC2)cc1 (configuration not stated)	-0.1	4	-1.5	14	-1.5	-2	-10	9	i	-1
18	O=C1CCCC(=O)N1c1ccc(O)cc1	1.2	-2	0.1	39	0.8	1	-9	-2	-0.2	-2
19	COC(=O)C(Cc1ccccc1)NC(=O)CSc1nc(N)cc(=O)[nH]1 (configuration not stated)	.	1	1.1	12	-1.0	0	5	3	i	-9
20	CCC(=O)N(C)C[C@H]1Oc2cc(-c3cccnc3)ccc2S(=O)(=O)N([C@H](C)CO)C[C@H]1C	-0.3&-0.2	-8	-0.2	.	.	.	-9	0	i	.
21	CC(=O)Oc1ccc(C(=O)Nc2cc(NC(=O)c3ccc(OC(C)=O)cc3)cc(C(=O)NC(C)(C)C)c2)cc1	0.4	-1	1.4	0	0.8	3	10	31	-0.2	-4
22	O=C(CNC(=O)C1CCCCC1)Nc1cc(Cl)cc(Cl)c1	.	-2	-0.2	3	-0.4	0	3	8	i	10&-2
23	Cc1ccc(-c2ccc(SCC(=O)NCC3CCCO3)nn2)cc1 (configuration not stated)	0.7	2	-0.3	-12	-2.4	-2	6	-2	i	4
24	Nc1c([N+](=O)[O-])cnnc1-c1ccccc1	0.1	-3	-0.3	36	-0.4	-2	9	2	-0.4	-15
25	c1cnn(-c2nc(N3CCOCC3)nc(N3CCOCC3)n2)c1	.	-6	0.3	38	-1.9	3	2	5	-0.7	-14
26	COc1ccc(/C=N/NC(=O)C(=O)Nc2ccccn2)cc1OC	.	2	-0.5	25	-0.2	3	-5	9	.	.
27	O=C1C(=O)c2ccccc2-c2ccccc21	-2.1	-5	0.8	27	-2.6	4	114*	-3	i	14
28	O=C(NCCCO)/C(=C/c1ccco1)NC(=O)c1ccc(Br)o1	0.5	0	-0.1	3	-0.6	-3	1	4	i	-13
29	c1ccc(OCc2nc3c4c(ncn3n2)-c2ccccc2CC42CCCC2)cc1	5.3	0	-0.3	-11	-0.3	-4	12	5	-0.4	-11
30	CON/C=C(\C=Nc1ccc(F)cc1)c1ncc(C(F)(F)F)cc1Cl	.	0	-1.0	7	1.6	3	1	-4	-0.7	.

Compounds above containing an aryl thioether with sulfur outside any ring:
No.	SMILES	TcdB GH inh	Anthrax LF prot	BoNT-A LC inh2	DUSP3 inh	PfHsp40 rescue	SARS 3CLpro inh	CCHF vOTU inh	Y pestis TopoI	Vc quorum ag	PriA SSB inh
9	COc1ccc(-c2cc(-c3ccccc3)nc(SCC(=O)Nc3nccs3)c2C#N)cc1	.	-1	-0.2	22	0.1	-1	-13	12	-0.3	-7&2&-13
12	Cn1nnnc1SCC(=O)Nc1ccccc1Cc1ccccc1	.	.	.	28	-0.9	-2	5	1	i	6
19	COC(=O)C(Cc1ccccc1)NC(=O)CSc1nc(N)cc(=O)[nH]1 (configuration not stated)	.	1	1.1	12	-1.0	0	5	3	i	-9
23	Cc1ccc(-c2ccc(SCC(=O)NCC3CCCO3)nn2)cc1 (configuration not stated)	0.7	2	-0.3	-12	-2.4	-2	6	-2	i	4

Continued.
No.	SMILES	TcdB GH inh	Anthrax LF prot	BoNT-A LC inh2	DUSP3 inh	PfHsp40 rescue	SARS 3CLpro inh	CCHF vOTU inh	Y pestis TopoI	Vc quorum ag	PriA SSB inh
31	COc1cc2c(cc1C=O)OC(C)C2 (configuration not stated)	0.3	-4	-0.4	8	-1.0	-1	-2	-12	0.3	-7
32	COc1ccnc2c1c(=O)n(Cc1c(F)cccc1Cl)c(=O)n2C	0.7	-4	-1.8	50*	-0.4	-3	-1	5	i	0
33	COC(=O)c1cc(NC(=O)CN(C)C2CCS(=O)(=O)C2)cc(C(=O)OC)c1 (configuration not stated)	3.0	-2	0.0	.	0.4	.	16	-10	i	-5
34	CCOC(=O)C(N=Nc1nn[nH]n1)C(C)=O (configuration not stated)	-0.1	-5	0.0	.	.	.	9	1	-5.9	.
35	COc1ccc(/C=N/NC(=O)c2ccc3c(c2)OCCO3)cc1[N+](=O)[O-]	.	1	0.1	33	0.3	0	-5	7	-0.6	.
36	CC(NC(=O)c1ccc(NS(C)(=O)=O)cc1)c1ccccc1 (configuration not stated)	.	-4	-0.1	17	0.4	0	-3	-2	i	-11
37	Cc1ccc(C(C(=O)NCc2ccco2)N(C(=O)CNC(=O)c2cccs2)c2c(C)cc(C)cc2C)cc1 (configuration not stated)	2.3	0	-0.6	-5	-0.7	-1	3	13	0.0	4
38	O=C(NCc1ccccn1)c1cnc2sccn2c1=O	.	-5	0.6	1	-0.7	-3	11	4	-5.6	-2
39	COc1ccc(OC)c(NC(=O)CN2C(=O)C(C)N(c3ccc(C)cc3)C2=O)c1 (configuration not stated)	2.2	-5	0.1	.	0.5	.	5	-1	i	4
40	Cc1ccc(C(=O)Nc2ncc3c(Cl)cccc3n2)cc1	.	1	-0.2	33	-1.1	-10	3	-3	i	-4
41	COc1ccc(Nc2nc(N3CCN(S(C)(=O)=O)CC3)nc3ccccc23)c(OC)c1	1.7	9	-6.3	5	0.6	7	13	-1	-0.7	1
42	Cc1oc(CC(C)C)cc1C(=O)NCCCC(=O)O	1.0	-8	-1.0	17	-0.6	-1	-8	-10	0.6	-6
43	O=C(CSc1nnc(NC(=O)C2CCC2)s1)Nc1ccc(N2CCOCC2)cc1	.	-12	0.4	21	0.2	0	11	-6	-17	-4
44	Cc1c(NC(=O)Nc2cc(F)c(F)cc2Cl)c(=O)n(-c2ccccc2)n1C	-0.8	.	.	.	.	.	-5	0	-0.8	-6
45	CN(C)CCOC(=O)Cc1ccc(Cl)cc1	3.6	1	0.0	-8	1.4	3	2	3	i	-15
46	CCC(C)(C)C1CCc2c(sc(NC(=O)c3ccccc3C(=O)O)c2C#N)C1 (configuration not stated)	-0.6	-12	-0.7	3	18	1	35*	2	-0.6	6
47	Nc1nnc(SCc2cc3c(cc2Cl)OCO3)s1	.	-3	-0.9	2	0.2	0	-5	2	i	-8
48	O=C(NCc1ccccc1)c1ccc(-c2ccccc2C(F)(F)F)o1	2.1	-5	-0.1	0	1.9	1	10	38	-0.2	-8

Some of the entries so far, as labelled records.
45	CN(C)CCOC(=O)Cc1ccc(Cl)cc1
  TcdB GH inh = 3.6 | Anthrax LF prot = 1 | BoNT-A LC inh2 = 0.0 | DUSP3 inh = -8 | PfHsp40 rescue = 1.4 | SARS 3CLpro inh = 3 | CCHF vOTU inh = 2 | Y pestis TopoI = 3 | Vc quorum ag = i | PriA SSB inh = -15

46	CCC(C)(C)C1CCc2c(sc(NC(=O)c3ccccc3C(=O)O)c2C#N)C1 (configuration not stated)
  TcdB GH inh = -0.6 | Anthrax LF prot = -12 | BoNT-A LC inh2 = -0.7 | DUSP3 inh = 3 | PfHsp40 rescue = 18 | SARS 3CLpro inh = 1 | CCHF vOTU inh = 35* | Y pestis TopoI = 2 | Vc quorum ag = -0.6 | PriA SSB inh = 6

A portion of the library. The share of hits here may be higher or lower than overall.
